Nrf2 block: Nrf2 pathway inhibition | A549 ARE-Fluc reporter, luciferase luminescence, 18-24 h | Potency, µM (top dose mostly 46 µM), for inactives: at the top dose activity change, negative = inhibition, usual class: inhibitors | hit rate 2.1% among 360,000 | AID 504444; also: potency is read from the fitted curve at half-maximal effect; % is scaled to controls: 0 for no effect and ±100 for the full control effect; nearly all actives have a fitted effect of over 60% in size
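Quantitative HTS in A549 cells stably bearing an antioxidant response element-firefly luciferase construct. Inhibition of Nrf2-driven transcription was scored by luminescence after 18-24 h of compound exposure at 37 °C.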
pAkt inh: inhibitors of Akt phosphorylation | Neuro2A IGF-stimulated pAkt S473 HTRF, 20 min; stronger effect = lower value | activity change, % for hits at 50 µM | hit rate 0.32% among 360,000 | AID 651550; in the data active = activity change below about -80%; inconclusive = mostly about -51% to -80%; also: % is scaled to controls: 0 for no effect and ±100 for the full control effect
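Neuro2A cells (4,500/well, DMEM with 0.5% FBS) were treated with compound at a single 50 µM final concentration, stimulated with 6 nM IGF for 20 min at 37 °C, and lysed. Phospho-Akt Ser473 was read by HTRF as 665/615 ratio ×10^4.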
Nrf2 ARE act: Nrf2 pathway activation | Potency, µM (series often up to 46.1 µM), for the others: top-dose activation, most hits filed as activators | hit rate 0.31% among 410,000 | AREc32 ARE-luciferase reporter (MCF7-derived line), luminescence, 24 h; also: potency is read from the fitted curve at half-maximal effect; % of control where 0% means no effect; nearly all actives have a fitted effect of over 65% in size
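Reporter line AREc32 (ARE-Fluc), seeded overnight in OPTI-MEM with 5% FBS; compound pin-transferred, 24 hr at 37 deg C, 5% CO2; luminescent read-out.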
Abeta rescue: restores growth of yeast expressing A-beta42 peptide; yeast expressing A-beta42, growth rescue, OD600, 48 h; response scale: 0% DMSO, 100% iron-clioquinol control; Potency, µM (highest dose often 46.1 µM), for the others: at the top dose growth rescue, hits mostly activators; hit rate 0.063% among 410,000; also: potency is read from the fitted curve at half-maximal effect; nearly all actives have a fitted effect of over 55% in size
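Yeast A-beta toxicity model in growth medium with pinned compounds, 48 h at 30 C; growth read as absorbance at 600 nm. Normalized to FeCl3/clioquinol equimolar mix (positive) and DMSO (negative).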
TGFb SMAD3 inh: blocks TGF-b signaling | Potency, µM (top dose mostly 46.1 µM), without a hit: at the highest dose activity, negative = inhibition, actives largely listed as inhibitors | HepG2 CAGA-GFP TGF-b/SMAD3 reporter, GFP fluorescence, 18 h; TGF-beta stimulated, 500 pg/mL final | hit rate 1.2% among 410,000; also: potency is read from the fitted curve at half-maximal effect; % is scaled to controls: 0 for no effect and ±100 for the full control effect; nearly all actives have a fitted effect of over 65% in size
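Per well, imaged GFP fluorescence of HEPG2 CAGA-GFP cells gives the signal; cells get compound, then TGF-beta (500 pg/mL final), 18 h at 37 degrees C; %Activity versus -TGF-beta and +DMSO controls.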
A549 viability: kills or reduces viability of A549 cells in Nrf2 counter-screen | A549 ARE-Fluc cells, CellTiter-Fluor viability, 18-24 h | Potency, µM (series often up to 46 µM), for inactives: at the highest dose activity change, negative = cytotoxicity, hits mostly inhibitors | hit rate 0.16% among 390,000; also: potency is read from the fitted curve at half-maximal effect; % is scaled to controls: 0 for no effect and ±100 for the full control effect
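A549 ARE_Fluc cells in 5% FBS OPTI-MEM were exposed to compounds in concentration-response for 18-24 h at 37 deg C. Viability was read by CellTiter-Fluor fluorescence (Ex 405/Em 525) after 30 min, before the luciferase read.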
MmCpn inh: inhibitors of Methanococcus maripaludis chaperonin (MmCpn). purified Mm-Cpn ATPase, ADP Transcreener TR-FRET. Potency, µM (doses to about 76.9 µM), inactives show top-dose activity, negative = inhibition, most hits filed as inhibitors. AID 504842. hit rate 0.031% among 330,000; also: potency is read from the fitted curve at half-maximal effect; % is scaled to controls: 0 for no effect and ±100 for the full control effect; nearly all actives have a fitted effect of over 80% in size
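TR-FRET (320 nm excitation; 590 and 665 nm emission) reports ADP made from 10 uM ATP by 25 nM enzyme; compounds were preincubated 10 min, reaction run 30 min, both at 37°C.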
CCT modulator: changes cytosolic chaperonin activity; purified chaperonin ATPase assay, HTRF ADP detection, 30 min; activity change, % (no concentration beside the values), hits read low; hit rate 0.3% among 360,000; AID 651819; in the data active = activity change below about -30%; also: % is scaled to controls: 0 for no effect and ±100 for the full control effect
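TRiC at 40 or 20 nM final (batch-dependent) in 30 mM Tris pH 7.4, 100 mM KCl, 5 mM MgCl2, 1 mM DTT, with compound at single 76 uM and 10 uM ATP, 30 min at 37 deg C. ADP detected by HTRF Transcreener, 665/615 ratio.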
HepG2 viability: HepG2 cytotoxicity, counter-screen for TGF-b inhibitors. Potency, µM (highest dose often 46.1 µM), for inactives: top-dose activity change, negative = cytotoxicity, actives largely listed as cytotoxic. HepG2 CAGA-GFP viability, ATP luminescence, 18 h. hit rate 0.76% among 410,000; also: potency is read from the fitted curve at half-maximal effect; some results filed as inactive show a strong effect at the top dose
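HepG2 CAGA-GFP cells (1000/well, DMEM with 1% FBS) received compound, then TGF-beta at 500 pg/mL final, and were incubated 18 hours at 37 degrees C. Viability was read by CellTiter-Glo luminescence. Media-only wells were set as complete cell-killing and DMSO as no toxicity.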
An asterisk follows results filed as active; i = inactive; ? = inconclusive; / = not tested or not shown; & = joins results of further samples; [ ] = remark or other dose. Unless noted, calls follow the shape of the dose curve; as a rule, active = well fitted curve in the direction sought with a large enough effect; inconclusive = small, poorly fitted or top-dose-only effect, or another doubt; inactive = no such curve, though single readings can be large; an effect the other way counts as inactive or inconclusive.

Compound,Nrf2 block,pAkt inh,Nrf2 ARE act,Abeta rescue,TGFb SMAD3 inh,A549 viability,MmCpn inh,CCT modulator,HepG2 viability
CC1CCN(c2nc3ccccc3nc2C(F)(F)F)CC1,?,/,-1.1%,-11%,-23%,6%,/,/,3%
CCCCN1C(=O)C(CC(=O)NCc2cccs2)CC(C(=O)N(C)C)=C1C (stereo unspecified),/,i,-0.1%,-10%,6%,/,/,1.2,0%
CCOc1nc(SC(C(C)=O)C(=O)Nc2ccccc2)nc(N(C)C)n1 (stereo unspecified),3%,i,2.4%,2%,7%,2%,0%,-5.0,-8%
O=S(=O)(NCC1CCCO1)c1ccccc1 (stereo unspecified),5%,i,-1.0%,-3%,16%,-2%,-2%,1.2,6%
O=C1OC(c2ccccc2)=N/C1=C\C=C\c1ccco1,-22%,i,12%,3%,11%,-6%,-1%,-2.8,10%
CCN1C(=O)[C@@H]2[C@H](C1=O)[C@@H]1C(=O)Nc3ccccc3C(=O)N1[C@@H]2c1ccc(Br)cc1,0%,i,0.3%,7%,-28%,-2%,0%,-1.0,0%
CCOc1ccc(OCC)c(NC(=O)c2cnn(-c3ccc(F)cc3)c2C2CCN(C(=O)OC(C)(C)C)CC2)c1,-8%,/,0.2%,-9%,-17%,3%,/,/,-20%
COc1cc(-c2cc(C(=O)N(C)Cc3ccccc3)c3ccccc3n2)cc(OC)c1OC,?,i,7.7%,4%,27%,-1%,-1%,-1.6,-30%
COC(=O)COc1ccc(S(=O)(=O)N2CCc3ccccc3C2)cc1,3%,i,0.0%,0%,-4%,-2%,1%,1.1,-54%
COc1ccccc1C(CC(=O)Nc1ccc(C)c(C)c1)c1ccc(OC(C)C)cc1 (stereo unspecified),-13%,i,-0.2%,4%,?,-1%,-3%,2.3,-2%
Cc1nc2ncnn2c(Nc2ccc3c(c2)OCCO3)c1C,-11%,i,0.3%,-10%,52%[activator],-1%,/,-2.0,5%
COc1ccccc1N1CCN(C2CCCN(C(=O)c3ccccn3)C2)CC1 (stereo unspecified),1%,i,0.3%,6%,13%,-11%,1%,-1.3,5%
Cn1c(=O)c2c(n(C)c1=O)=NC1(CCCCC1)ON=2,-5%,i,-0.9%,12%,3%,-6%,0%,-0.4,11%
O=C(CSc1nc(C2CC2)nc2ccccc12)N1c2ccccc2Sc2ccccc21,-26%,i,0.4%,10%,-1%,11%,0%,-2.8,-41%
Cc1cc2ncn(C(=O)c3c(-c4c(Cl)cccc4Cl)noc3C)c2cc1C,2%,i,0.0%,-10%,-11%,3%,-1%,0.4,8%
COc1cccc(NC(=O)c2ccc(N3C(=O)C4CCC(C)CC4C3=O)cc2)c1 (stereo unspecified),-2%,i,-0.3%,-5%,0%,0%,/,4.7,0%
COC(=O)C1=CN(Cc2ccc(C)cc2)C=C(C(=O)OC)C1c1cc(OC)c(OC)c(OC)c1,?,i,2.8%,-6%,4%,-12%,1%,-1.2,-21%
CC1(C)OC(=O)C2(Cc3c(F)cccc3N3CCCC32)C(=O)O1 (stereo unspecified),0%,/,/,/,-3%,-1%,/,/,-1%
COc1ccc(CCN/C=C2/CC(=O)NC2=O)cc1OC,-4%,i,6.1%,9%,-2%,0%,-1%,-5.2,-4%
Cc1ccccc1-c1ncc(CN2CCN(C3CCCCC3)C(CCO)C2)cn1 (stereo unspecified),24%,i,-0.3%,-2%,7%,0%,-2%,0.8,6%
O=C(CCc1ccccc1)N1CCCC1,0%,i,-0.6%,-10%,7%,3%,-1%,-4.0,8%
COc1ccc(-c2ccc(NS(=O)(=O)c3ccc(F)c(C(F)(F)F)c3)cc2)nn1,/,/,0.7%,-4%,0%,0%,/,/,-15%
CCN(CCC(=O)Nc1cc([N+](=O)[O-])ccc1OC)Cc1ccccc1,14%,i,0.0%,-4%,-1%,-3%,0%,-3.1,0%
Cc1nc2ccc(NC(=O)COc3ccccc3C)cc2s1,8%,i,0.2%,23%,-1%,0%,-2%,2.8,0%
CC(C)C[C@H](N)c1nnc(SCC(=O)Nc2ccc(Br)cc2)o1,-9%,i,2.1%,10%,-7%,6%,1%,1.4,-13%
CCCCCCCCCCS(=O)(=O)N/N=C/c1ccc([N+](=O)[O-])cc1,-2%,i,0.1%,-6%,?,?,0%,0.2,-88%
Cc1ccc(C)c(NC(=O)Cc2csc(-c3ccccc3)n2)c1,5%,i,-0.2%,4%,2%,5%,-9%,-0.2,3%
O=C(CN1C(=O)c2ccccc2C1=O)NC1CCCCC1,18%,i,-1.2%,-13%,-11%,0%,-2%,0.6,4%
COCCNC(=O)c1onc(CSc2ccccn2)c1C(=O)NCCOC,2%,i,-1.4%,-9%,-3%,4%,/,-3.5,2%
COc1ccc(-n2c(=O)[nH]cc(C(=O)N3CCc4ccccc43)c2=O)cc1,6%,/,0.0%,5%,?,4%,1%,-1.0,-15%
Cc1cc(OCC(=O)OCC(=O)NC2CCCCCC2)ccc1Cl,14%,i,-0.9%,-9%,6%,2%,-4%,2.4,-17%
Cc1ccccc1CNS(=O)(=O)c1csc(C(N)=O)c1,?,i,-0.2%&0.3%,-5%&-12%,8%&-10%,1%&-1%,3%,-0.8,-1%&2%
COc1ccccc1C(=O)Nc1nc2ccc(S(C)(=O)=O)cc2s1,?,i,0.6%,-5%,6%,-15%,2%,-2.9,0%
O=C(NCC1CCCCC1)C1CCC(=O)N(CCc2cccc(F)c2)C1 (stereo unspecified),6%,i,-0.1%,8%,0%,1%,-1%,-1.5,-13%
Cc1cc(NC(=O)c2cccc(Oc3ccccc3)c2)n[nH]1,?,i,3.4%,-5%,-28%,5%,-2%,-0.4,-19%
COc1cc2cc(C#N)c(SCC(=O)OC(C)C)nc2cc1OC,?,/,/,/,29%,0%,/,/,23%
COc1ccc(NC(=O)CS(=O)CC(=O)Nc2ccc(NC(C)=O)cc2)cc1 (stereo unspecified),4%,i,0.0%,-10%,5%,3%,0%,-4.7,-15%
CCC(C)Nc1nc2c(c(=O)n(C)c(=O)n2C)n1Cc1cccc(C)c1 (stereo unspecified),-11%,i,2.0%,0%,12%,-7%,0%,-1.3,-15%
Cc1ccc(S(=O)(=O)N(C)CCN(C)S(=O)(=O)c2ccc(C)cc2)cc1,-16%,i,0.2%,1%,0%,2%,/,0.9,-13%
CCOC(=O)c1[nH]c2cc(OC)c(OC)cc2c1NC(=O)C(C)N1CCN(Cc2ccccc2)CC1 (stereo unspecified),-3%,i,0.5%,-3%,-3%,-6%,-4%,-0.9,-32%

Sorted by SMILES length (largest number first): some entries from above
Compound,Nrf2 block,pAkt inh,Nrf2 ARE act,Abeta rescue,TGFb SMAD3 inh,A549 viability,MmCpn inh,CCT modulator,HepG2 viability
CCC(C)Nc1nc2c(c(=O)n(C)c(=O)n2C)n1Cc1cccc(C)c1 (stereo unspecified),-11%,i,2.0%,0%,12%,-7%,0%,-1.3,-15%
COc1cc2cc(C#N)c(SCC(=O)OC(C)C)nc2cc1OC,?,/,/,/,29%,0%,/,/,23%
O=C(CCc1ccccc1)N1CCCC1,0%,i,-0.6%,-10%,7%,3%,-1%,-4.0,8%

Following part
Compound,Nrf2 block,pAkt inh,Nrf2 ARE act,Abeta rescue,TGFb SMAD3 inh,A549 viability,MmCpn inh,CCT modulator,HepG2 viability
O=C(O)c1cn(-c2ccc(F)cc2)c(=O)c2ccccc12,19%,i,-0.7%,21%,2%,0%,2%,-2.2,-18%
COC1C(CO)OC(n2cnc3c(=S)nc(N)[nH]c32)C1O (stereo unspecified),-1%,i,-0.8%,-13%,0%,-6%,/,3.5,8%
COc1ccc(-c2cnc(N)n2CC2CCCO2)cc1 (stereo unspecified),3%,i,2.1%,5%,-3%,11%,0%,-1.6,-30%
CC(C)C[C@@H](CNCC(=O)[C@H](CC(=O)O)NC(=O)c1[nH]cnc1C(=O)N[C@H](CN)CC(C)C)NC(=O)c1nc[nH]c1C(=O)N[C@@H](Cc1ccccc1)C(=O)O,0%,i,-0.2%,8%,0%,0%,/,-1.9,3%
Oc1ccc(CCNc2c3ccccc3nc3ccccc23)cc1O,?,i,-2.0%,-8%,?,-9%,0%,-0.6,-20%
O=C(Nc1ccccc1)OCCNC(=O)c1cccc(Br)c1,-13%,i,0.7%,3%,22%,-1%,2%,-2.1,-9%
COc1cc(OC)c(NC(=O)Cn2nc(C)n3cccc3c2=O)cc1Cl,5%,/,0.2%,-8%,49%[activator],11%,/,/,1%
COc1ccc(NCN2C(=O)C3C4C=CC(C4)C3C2=O)cc1 (stereo unspecified),7%,i,-0.1%,?,0%,-2%,4%,-2.4,5%
O=C(O)C1CCCN1C(=O)c1cccs1 (stereo unspecified),3%,i,0.1%,-23%,0%,4%,0%,-2.8,-2%
[O-]/[N+](=C/c1ccco1)c1ccccc1,6%,i,0.6%,/,1%,1%,0%,2.4,1%
CCN(CC(=O)NCc1ccncc1)S(=O)(=O)c1ccccc1,2%,i,0.3%,0%,-14%,0%,2%,-1.2,-8%
Cc1ccc(-n2c(CCc3nc4ccccc4[nH]3)n[nH]c2=S)cc1,2%,i,-0.6%,-15%,-14%,1%,1%,-2.2,31%
O=C(CN1CCC(n2nnc3cc(C(F)(F)F)ccc32)CC1)NNC(=O)c1ccco1,0%,i,0.1%,-9%,-2%,18%,-2%,0.0,-7%

Screens from PubChem BioAssay.
